# All columns: NCI-60 one-dose screen, growth in % after 48 h at 10 µM unless noted; 100 = growth as untreated, 0 = no growth, -100 = all killed.
# RXF 393: RXF 393 renal cancer cells | 6.9% of 77,000 active | AID 1794773
# NCI-H522: NCI-H522 lung cancer. 8% of 78,000 active
# NCI-H23: NCI-H23 lung cancer; 4% of 80,000 active
# CAKI-1: CAKI-1 renal cancer | 4.7% of 75,000 active
# NCI-H226: NCI-H226 lung cancer. 3.5% of 79,000 active
# NCI-H460: NCI-H460 lung cancer. 6.8% of 82,000 active. AID 1794736
# A498: A498 renal cancer cells | 5.4% of 76,000 active
# NCI/ADR-RES: NCI/ADR-RES ovarian cells | 4.4% of 81,000 active
# ACHN: ACHN renal cancer. 4.9% of 81,000 active. AID 1794771
# The depositor's hits bear a star; nt = not tested or not shown; & = joins results of further samples; ! = repeats disagree. The calls were made as follows: active = growth percent below 10; inactive = the rest.
molecule	RXF 393	NCI-H522	NCI-H23	CAKI-1	NCI-H226	NCI-H460	A498	NCI/ADR-RES	ACHN
Cn1c2ccc(Br)cc2c2c3c(c4c5cc(F)ccc5oc4c21)C(=O)N(O)C3=O	nt	72	77	69	91	46	94	76	78
O=C(/C=C/c1ccccc1[N+](=O)[O-])c1cc2ccccc2oc1=O	nt	95	103	97	nt	104	87	109	108
Nc1c(I)cc(CC(=O)O)cc1I	104	97	104	96	87	105	98	107	104
CC(=O)Nc1nc(O)c(/C=N/c2ccccn2)s1	128	119	110	133	nt	108	99	106	105
CN(C)c1ncnc2nc(Cl)[nH]c12	nt	78	94	94	101	110	nt	109	99
COc1ccc(CC(=O)N2CCN(C(=O)Cc3ccc(OC)c(OC)c3)CC2)cc1OC	nt	nt	107	100	91	103	84	110	97
Nc1ccc(C2NC=CN2)cc1	110	100	102	99	92	107	100	104	111
Cc1cc(O)c2c(c1)C1OC(=O)CCCCN1C1=C2C(=O)c2cccc(OC3CC(O)C(O)C(C)O3)c2C1=O (stereo not given)	nt	91	94	98	98	108	nt	101	99
CC1=C(/C=C/C(C)=C/C=C(C(=O)O)\C(C)=C\C(=O)O)C(C)(C)CCC1	106	78	101	117	112	104	91	102	100
CSc1n[nH]c2nc(-c3ccccc3)[nH]c(=O)c12	nt	100	100	91	105	110	99	107	108
CC/C(=N/N=C(N)N)c1ccc(F)cc1	83	105	98	90	89	103	nt	108	100
Cc1nn(-c2ccccc2)c(N2CCCC2)c1-c1nc2ccc(C(=O)NN)cc2[nH]1	108	92	101	92	98	107	84	103	96
Cc1cccc(C)c1NCc1nc(-c2ccccc2)n[nH]1	121	95	98	nt	112	107	100	103	97
COc1ccc2[nH]c(O)c(N=NC(=O)c3ccc4nc(-c5ccc(C)cc5)[nH]c4c3)c2c1	100	97	99	97	98	114	142	108	99
Clc1c(Br)c(-c2ccccc2)nc2ccccc12	111	106	99	97	108	106	78	117	122
Fc1ccc(Nc2nnc(-c3c[nH]c4ccccc34)o2)cc1	94	49	86	68	70	92	133	75	78
C=CCNCCN1C(=O)c2ccc3c4c(ccc(c24)C1=O)C(=O)N(CCNCC=C)C3=O	-74*	-80*	-36*	-64*	-52*	-39*	-74*	-13*	-56*
COc1ccc(C2=NN(c3ccc(S(C)(=O)=O)cc3)C(=O)CC2)cc1	95	70	91	83	108	105	nt	88	104
COc1ccc(C(=O)CCN(C)C)cc1	103	122	111	101	107	119	123	114	111
Cc1cc(C)c(OC2=C(c3c(C)cc(C)cc3C)C(=O)c3ccccc32)c(C)c1	120	91	85	86	91	95	107	91	91
CSc1ccc2c(c1)N(C(=O)/C(C#N)=C/c1ccc(Cl)cc1Cl)c1ccccc1S2	96	77	93	85	94	100	89	105	101
O=C(O)CCc1ccc(NC(=O)CCl)cc1	104	88	91	103	104	113	111	104	110
O=S(=O)(NCCNc1nccc(-c2c(-c3ccc(F)cc3)nc3sccn23)n1)c1ccc2ccccc2c1	91	76	91	68	93	55	80	84	57
COc1ccc(S(=O)(=O)n2cc(C3OC(c4cc(OC)c(OC)c(OC)c4)=NN3C(C)=O)c3cccnc32)cc1 (stereo not given)	109	104	92	87	100	102	121	76	95
C=C(C)[C@@H]1CC=C2c3sc(-c4ccc(F)cc4)nc3C[C@@H](C)[C@]2(C)C1	127	94	89	83	95	102	92	104	97

# Look-ups from the entries so far.
# Entry for Nc1ccc(C2NC=CN2)cc1 in RXF 393: 110
# Entry for CC1=C(/C=C/C(C)=C/C=C(C(=O)O)\C(C)=C\C(=O)O)C(C)(C)CCC1 in ACHN: 100

# (more compounds)
molecule	RXF 393	NCI-H522	NCI-H23	CAKI-1	NCI-H226	NCI-H460	A498	NCI/ADR-RES	ACHN
CCCCCCCCCCCCCCCCSC(=O)CCl	123	nt	119	120	114	102	118	120	104
COC(=O)C1=NC(=S)N=C(C(=O)OC)C12Cc1ccccc1C2=O	114	103	94	83	84	131	151	97	107
COc1cc2nc(Cl)nc(Nc3cccc(C4=NN(C=O)C(c5ccc(F)cc5)C4)c3)c2cc1OC (stereo not given)	74	81	81	81	75	80	83	86	88
O=C1C(Cl)=C(Nc2cccc3cc4ccccc4nc23)C(=O)c2ccccc21	65	22	55	nt	67	18	47	43	nt
CCC(O)c1ccccc1 (stereo not given)	8.9*!	86&101	113&112	-23*!	109&96	104&106	93&88	118&112	111&107
CC(C)(C)c1ccc(COc2ccc(/C=C3/C(=O)Nc4cc(Cl)ccc43)cc2)cc1	127	94	nt	91	99	104	90	97	101
Cn1c(=O)c2c(nc(Nc3ccccc3)n2CCNC(=O)c2ccccc2)n(C)c1=O	109	84	99	92	104	100	116	98	95
COc1ccc2nc(C)cc(-n3cc(Cn4nc(-c5ccc(C)cc5)c5c(N)ncnc54)nn3)c2c1	43	78	80	48	65	82	31	75	61
O=C(OCC1CCCO1)c1ccccc1 (stereo not given)	114	96	103	95	108	112	85	102	101
C=C1C(=O)O[C@H]2[C@H]1CC/C(COC(=O)/C=C\C(=O)O)=C\CC[C@@]1(C)O[C@@H]21	111	98	99	100	nt	107	93	101	98
O=C(COc1ccc(Cl)cc1)OCc1ccc(Cl)cc1	125	nt	106	95	115	119	99	112	105
COc1ccc(-c2cc(C(=O)N3CCC(Cc4ccccc4)CC3)nn2-c2ccc(S(C)(=O)=O)cc2)cc1	113	92	100	91	120	105	110	98	102
CCc1c(N)nc(N)nc1Nc1ccccc1Cl	102	100	107	69	92	97	nt	98	94
COCc1nc(NS(=O)(=O)c2ccc(N)cc2)nc(C)c1Br	101	77	97	102	98	106	118	104	102
CCC(=O)Oc1cc2c(cc1Br)OCO2	86	97	93	91	100	113	80	102	87
Nc1nnc(-c2cc(=O)oc3c2ccc2ccccc23)s1	94	98	93	86	100	100	84	101	96
COC(=O)c1cccc(OC)c1O	130	89	100	nt	106	114	97	97	110
COC(=O)c1ccc(-c2nc(CSc3nc4ccccc4s3)no2)cc1	115	62	101	91	96	113	120	99	97
CCC(CCCN1C(=O)c2ccccc2C1=O)Nc1cc(OC)cc2cccnc12 (stereo not given)	-5.1*	103	98	111	107	112	84	99	103
CCCCN(CCCC)C(=O)c1ccc(C)cc1	105	85	99	98	nt	103	78	103	105
Nc1c(C(=O)Nc2ccnc3ccccc23)sc2nc3c(cc12)CN(Cc1ccccc1)CC3	96	70	70	75	53	87	nt	69	68
Cc1c2cnccc2c(C)c2c1c1cc(C#N)ccc1n2C	-85*	-71*	-37*	6.6*	-19*	-20*	-66*	-9.8*	-2.3*
O=C(c1ccc(N2CCOCC2)cc1[N+](=O)[O-])N1CCOCC1	nt	94	97	20	98	116	104	108	100
Cc1ccc2c(ccc(CC(=S)[S-])[n+]2C)c1	129	152	95	100	94	99	106	114	100
CN(C)c1ccc(-c2cc(-n3nnnc3-c3ccccc3)no2)cc1	116	85	107	103	119	104	94	109	88

# Grouped by structure: the compounds so far with a cyano group.
molecule	RXF 393	NCI-H522	NCI-H23	CAKI-1	NCI-H226	NCI-H460	A498	NCI/ADR-RES	ACHN
CSc1ccc2c(c1)N(C(=O)/C(C#N)=C/c1ccc(Cl)cc1Cl)c1ccccc1S2	96	77	93	85	94	100	89	105	101
Cc1c2cnccc2c(C)c2c1c1cc(C#N)ccc1n2C	-85*	-71*	-37*	6.6*	-19*	-20*	-66*	-9.8*	-2.3*

# Further compounds:
molecule	RXF 393	NCI-H522	NCI-H23	CAKI-1	NCI-H226	NCI-H460	A498	NCI/ADR-RES	ACHN
COc1cc(C(=O)O)cc(Cl)c1O	109	83	102	nt	108	103	86	107	114
N/C(=N\c1nc2ccccc2s1)NC(=O)Nc1ccccc1[N+](=O)[O-]	36	-50*	14	16	29	11	89	-11*	20
COc1ccc(/C=C2/SC(=O)NC2=O)cc1OCc1cn(-c2ccc(S(=O)(=O)Nc3nccs3)cc2)nn1	104	94	112	101	98	108	103	101	100
COc1ccc2c(c1)c(-c1nc(N)nnc1-c1c[nH]c3ccc(Br)cc13)cn2C	83	57	81	64	100	81	76	84	94
Cc1cc2nc3c4ccccc4n(CC4=NCCN4)c3nc2cc1C	-67*	2.3*	-56*	-70*	24	-84*	64	19	-100*
COc1cc(-n2cnc(N)c2C(=O)c2ccc(S(C)(=O)=O)cc2)cc(OC)c1OC	84	90	105	96	109	105	91	102	106
FC(F)(F)c1ccc(-c2ncc(-c3ccc(C(F)(F)F)cc3)c(NCc3cc(C(F)(F)F)cc(C(F)(F)F)c3)n2)cc1	67	43	39	37	47	39	54	69	27
CCOC(=O)C(C#N)C1CCCCC1 (stereo not given)	99	97	94	75	83	123	117	98	99
Cc1cc(C)n(Cc2ccc(Cl)cc2)c(=O)c1C#N	124	95	102	98	113	106	100	104	110
[N-]=[N+]=NCc1cccc(/C(O)=C/C(=O)C(=O)O)c1	25	nt	85	131	86	104	108	79	107
N#CCSc1nc(-c2cc3ccccc3o2)cc(-c2ccc(Cl)cc2)c1C#N	nt	79	95	32	78	78	103	102	59
O=C(O)CCS/N=N/c1nc2nc[nH]c(=O)c2[nH]1	130	83	98	nt	113	118	95	100	114
N#C/C(=C\c1ccccn1)c1nc2cc(Cl)ccc2s1	60	63	72	67	68	92	65	77	76
Nc1nnc2c3c4c(sc3ncn12)CCCC4	98	98	91	85	81	102	93	99	81
Nc1c(C(=O)C[C@@H](N)CO)ccc2c1C(=O)CCO2	91	45	55	30	76	13	-37*	61	46
O=C(/C=C/c1cn(-c2ccccc2)nc1-c1cccc(Nc2ccnc3cc(Cl)ccc23)c1)c1ccc(Br)cc1	100	113	105	93	96	97	88	nt	95
Nc1nc(Cl)cc(Nc2ccc(CCO)cc2)n1	104	94	97	nt	94	98	96	100	100
Cc1cccc(NC(c2cc3cccc4ccc5cccc2c5c43)c2nnnn2C(C)(C)C)c1C (stereo not given)	nt	77	82	66	32	93	nt	89	90
Cn1c(=O)c2nc(CC(=Nc3cccc(C(F)(F)F)c3)c3ccccc3)c(=O)[nH]c2n(C)c1=O	99	93	90	92	75	102	93	99	100
CC1CN(C2CCCCC2)C(=O)NC1=O (stereo not given)	110	nt	114	103	101	114	88	119	106
C/C(=C\CCc1ccsc1)CC/C=C(\C)CCCN1CCSCC1	98	nt	90	87	91	77	23	85	95
C/C=C/C1OCC(C)([N+](=O)[O-])CO1 (stereo not given)	nt	93	103	105	97	99	111	108	108
FC(F)(F)c1cc(-c2cncnc2NC2CCCCCC2)cc(C(F)(F)F)c1	65	81	93	56	77	96	72	96	81
Cc1ccc(S(=O)(=O)NC(=O)CCC(=O)Nc2ccc(Oc3ccccc3)cc2)cc1	126	97	115	104	112	114	115	112	115
CN1CCN(c2ccc3c(c2)nc(NNC(=O)c2ccncn2)c2cccn23)CC1	67	18	36	6.4*	45	27	nt	19	12

# (continued)
# Every second line gives: RXF 393, NCI-H522, NCI-H23, CAKI-1, NCI-H226, NCI-H460, A498, NCI/ADR-RES, ACHN
CCCCOC(Cc1ccccc1)OCCCC
→ 114, 79, 105, nt, 103, 112, 102, 111, 105
O=S(=O)(NCCNc1nccc(-c2c(-c3cccc(F)c3)nc3sccn23)n1)c1cccc2ccccc12
→ 101, 95, 100, 78, 94, 98, nt, 97, 80
COC(=O)CC(C)CC(=O)O (stereo not given)
→ nt, 83, 104, nt, 99, 105, 111, 106, 101
Cc1ccc(Cl)cc1NC(=S)N(C)C
→ 102, nt, 114, 109, 93, 102, 92, 112, 97
O=C(COc1cccc2cccnc12)Nc1ccc(C(=O)/C=C/c2cccc3ccccc23)cc1
→ 106, 90, 87, 89, 99, 103, nt, 92, 101
CN1CCN(Cc2ccc(NC(=O)c3cncc(C#Cc4cnc5ccc(O[C@H]6CCOC6)nn45)c3)cc2C(F)(F)F)CC1
→ -77*, -72*, -53*, -96*, -64*, -78*, -93*, -31*, -97*
Clc1ccc(C2NN3C(=NC4=C2Cc2ccccc2C4)C(c2nc4ccccc4s2)=Cc2cc(Br)ccc23)c(Cl)c1 (stereo not given)
→ 83, 43, 60, 79, 69, 78, 73, 71, 80
NS(=O)(=O)c1ccc(NC(=O)CSc2ccc(-c3ccc4ccccc4c3)nn2)cc1
→ nt, 96, 106, 98, 105, 121, 128, 105, 112
CC(CN(C)C)C(=O)c1cccs1 (stereo not given)
→ 119, 77, 95, nt, 104, 107, 90, 98, nt
CC(C)=CCC/C(C)=C\C(N)=O
→ 112, 96, 95, 77, 109, 107, 110, 97, 103
Cc1cc(C)c([I+]c2c(C)cc(C)cc2C)c(C)c1
→ -37*, -67*, -29*, 29, -1.5*, 1.1*, 45, 78, -16*
O=C1C(Br)CCCCCCCCCC1Br (stereo not given)
→ 102, 103, 90, 91, 96, 102, nt, 87, 95
CSCCCNC(=O)c1ccc2c(c1)/C(=C/c1[nH]c(C)cc1C)C(=O)N2
→ -31*, 41, 29, 9.5*, 42, 31, -26*, 43, 0.3*
O=C(NNC(=O)c1ccc(Cl)cc1Cl)c1ccc2ccccc2c1
→ 120, nt, 108, 91, 102, 103, 77, 107, 102

# Screening results (PubChem)
